High-throughput results deposited in PubChem BioAssay by The Scripps Research Institute Molecular Screening Center.
MBD2 DNA inh – inhibitors of MBD2 binding to methylated DNA, primary screen, biochemical, TR-FRET, DNA-binding domain, human. Methyl-CpG-binding domain protein 2 (Homo sapiens), Q9UBB5. MBD2 binding to methylated oligonucleotide. inhibition, % at 4.4 µM. 370,000 tested, 0.31% active; in the data active = inhibition above about 13%
Target sequence (Q9UBB5 whole entry, looked up, the tested form may be a part): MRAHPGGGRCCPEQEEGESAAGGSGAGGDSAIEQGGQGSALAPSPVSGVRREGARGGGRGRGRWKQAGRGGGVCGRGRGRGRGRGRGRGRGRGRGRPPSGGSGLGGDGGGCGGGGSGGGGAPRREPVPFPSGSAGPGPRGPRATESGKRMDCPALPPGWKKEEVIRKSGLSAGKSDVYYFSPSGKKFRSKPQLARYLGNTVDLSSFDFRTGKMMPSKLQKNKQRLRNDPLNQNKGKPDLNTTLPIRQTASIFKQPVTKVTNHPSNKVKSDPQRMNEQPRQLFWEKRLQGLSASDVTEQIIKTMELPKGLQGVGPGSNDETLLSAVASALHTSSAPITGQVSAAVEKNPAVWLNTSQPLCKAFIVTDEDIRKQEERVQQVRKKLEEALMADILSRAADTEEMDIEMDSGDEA
KLK7 zymogen act – proKLK7 zymogen activators, primary screen, biochemical, fluorescence intensity; Kallikrein-7 (Homo sapiens), P49862; purified proKLK7, EDANS-DABCYL substrate fluorescence; 100% is mature enzyme control, 0% vehicle; activation, % at 7 µM; 370,000 tested, 0.9% active;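 active = activation above the mean of all tested compounds plus 3 SD, computed per campaign excluding outliers beyond control limits, cut at about 13% in these data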
Target sequence (P49862 whole entry, looked up): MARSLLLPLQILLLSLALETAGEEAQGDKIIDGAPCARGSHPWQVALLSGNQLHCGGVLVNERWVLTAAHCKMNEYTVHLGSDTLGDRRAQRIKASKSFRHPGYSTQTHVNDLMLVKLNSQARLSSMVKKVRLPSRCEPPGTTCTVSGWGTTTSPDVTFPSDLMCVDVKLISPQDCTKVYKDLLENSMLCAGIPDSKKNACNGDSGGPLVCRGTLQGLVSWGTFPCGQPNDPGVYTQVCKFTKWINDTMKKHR
LEDGF integ inh – blockers of LEDGF/p75-dependent integrase strand transfer – biochemical, TR-FRET, high throughput, primary screen | HIV-1 integrase (with human LEDGF/p75) | TR-FRET IN-LEDGF/p75 DNA integration, Eu/Cy5 | inhibition, % at 3.7 µM | 370,000 tested, 0.64% active | AID 743269, 2014;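 active = inhibition above the screen-wide mean plus 3 SD, cut at about 13% in these data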;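 note: signal is the Cy5 over europium emission ratio at 671 and 618 nm; 0% = plate median of compound wells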
Tn6 DDE FP – inhibitors of Tn6 peptide binding to fibrin DD(E), primary screen, biochemical, fluorescence polarization, human fibrin, Tn6 probe. Fibrinogen beta chain (Homo sapiens), P02675. Fibrin DD(E) TRITC-Tn6 fluorescence polarization displacement. inhibition, % at 8.3 µM. 370,000 tested, 0.21% active. AID 720509, 2013;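 active = inhibition above a per-campaign cutoff: mean of compounds within control limits plus 3 SD, cut at about 15% in these data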;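 note: 0% = median of all compound wells on the plate and 100% = blocking peptide control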
DDE Tn7 FP inh – inhibitors of Tn7 peptide binding to fibrin DD(E), primary screen, biochemical, fluorescence polarization, human fibrin, Tn7 probe | AID 720508, 2013 | inhibition, % at 8.3 µM | 370,000 tested, 0.13% active | FP displacement of FITC-Tn7 peptide from fibrin DD(E); 0% = median of compound wells per plate | Fibrinogen beta chain (Homo sapiens), P02675;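 active = inhibition above the mean of compounds falling within the control limits plus 3 SD of them, cut at about 14% in these data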;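 note: 0% = plate median of compound wells and 100% = 10 µM Aha-Tn7 peptide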
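Assay system: Human fibrin DD(E) protein | Medium: Tris buffer with calcium and detergent, pH 7.8 | Reagent: 0.1 µM fluorescent Tn7 | Compound dosing: Single point at 8.3 µM | Times: 10 min preincubation, 3 h with tracer, room temperature | Detection: Fluorescence polarization of the labelled Tn7 tracer | Controls: Aha-Tn7 high control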
TDP2 inh – human TDP2 enzyme inhibitors, primary screen, biochemical, epi absorbance, recombinant enzyme; Tyrosyl-DNA phosphodiesterase 2 (Homo sapiens), O95551; T5PNP hydrolysis, p-nitrophenol absorbance 415 nm; inhibition, % at 12.8 µM; 370,000 tested, 0.34% active; AID 720702, 2013;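 active = inhibition above the mean of all tested compounds plus 3 SD, set per campaign, cut at about 25% in these data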;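 note: 0% = DMSO with enzyme and 100% = buffer with substrate but no TDP2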
Target sequence (O95551 whole entry, looked up): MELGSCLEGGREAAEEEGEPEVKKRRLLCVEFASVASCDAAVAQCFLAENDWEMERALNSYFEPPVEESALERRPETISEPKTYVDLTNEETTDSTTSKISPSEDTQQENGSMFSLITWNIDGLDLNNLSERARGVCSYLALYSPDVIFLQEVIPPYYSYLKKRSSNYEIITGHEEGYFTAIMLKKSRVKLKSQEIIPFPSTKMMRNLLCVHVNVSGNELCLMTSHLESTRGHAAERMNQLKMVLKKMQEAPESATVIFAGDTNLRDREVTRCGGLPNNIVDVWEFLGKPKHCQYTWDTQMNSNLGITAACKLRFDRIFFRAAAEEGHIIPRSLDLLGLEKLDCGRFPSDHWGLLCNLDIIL
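Material: recombinant human TDP2; quantity: TDP2 enzyme at 120 nM final; medium: Tris-HCl pH 7.5 with MgCl2; compound: single concentration, 12.8 µM nominal, with 1% DMSO; incubation: 2 h enzyme incubation at 37 °C; signal: epi absorbance; measure: percent inhibition; benchmarks: high control without enzyme, low control DMSO plus TDP2; repeats: singlicate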
UHRF1 MBD2 ctr – UHRF1 methylated DNA binding inhibitors, primary screen, counter-screen for MBD2 inhibitor project, biochemical, TR-FRET, human UHRF1, single concentration. UHRF1 binding to methylated oligo. 370,000 tested, 0.75% active. E3 ubiquitin-protein ligase UHRF1 (Homo sapiens), Q96T88. inhibition, % at 4.4 µM; in the data active = inhibition above about 21%;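 note: UHRF1 SRA domain binding a hemimethylated CpG hairpin DNA probe; 0% = median of test compound wells and 100% = reference inhibitor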
PRMT1 inh – PRMT1 methyltransferase inhibitors, primary screen, biochemical, fluorescence polarization; Protein arginine N-methyltransferase 1 (Homo sapiens), Q99873; recombinant PRMT1, activity-based probe fluorescence polarization; inhibition, % at 2.79 µM; 370,000 tested, 1.3% active;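 active = inhibition above about 21% made by adding two undisclosed values, limit read from the data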
TCR-CD3 inh – inhibitors of human TCR-CD3 interaction, primary screen, biochemical, fluorescence, TAMRA-labeled TCR probe; T-cell receptor (TCR); inhibition, % at 9.4 µM; 360,000 tested, 0.37% active; AID 651800, 2012; in the data active = inhibition above about 19%;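 note: recombinant mutant TCR 2C K166C tagged with TAMRA read by polarization; 0% = receptor in buffer alone and 100% = receptor with positive control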
SIAE inh – human SIAE inhibitors, primary screen, biochemical, fluorescence polarization, FP-Rh probe, 1536-well HTS | inhibition, % at 9.66 µM | SIAE FP-Rh probe binding | 370,000 tested, 0.69% active;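 active = inhibition above a cutoff: mean of compounds within the control limits plus 3 SD of those, cut at about 17% in these data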;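 note: 0% = plate median of compound wells and 100% = probe without SIAE protein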
Active calls of the source: *; . = no result given; & = joins results of further samples. An excerpt (hit frequency here may not be typical).

SMILES	MBD2 DNA inh	KLK7 zymogen act	LEDGF integ inh	Tn6 DDE FP	DDE Tn7 FP inh	TDP2 inh	UHRF1 MBD2 ctr	PRMT1 inh	TCR-CD3 inh	SIAE inh
CC1(C)CC(=O)c2cc(OCC(=O)N3CCN(Cc4ccccc4)CC3)ccc2O1	-4	-2.8	8	3	0	-10	4	5	-2	4
CC(=O)N1CCN(Cc2ccc(Cl)nc2)CC1	3	-0.6	-4	-7	3	6	-1	-3	2	14
CC1=NNC(=O)C1Br (centres undefined)	-11	0.0	5	-2	-2	13	-6	50*	6	2
COc1cccc(C(=O)C2CCCN(C3CCOCC3)C2)c1 (centres undefined)	-1	1.2	-2	9	5	-5	1	2	8	3
CN1CCN(c2ncnc(Cl)c2N)CC1	4	0.4	-2	0	5	14	-1	0	4	-1
COC(=O)C1=C(c2cc3ccccc3o2)C[C@@H]2CC[C@H]1N2C(=O)N1CCC(C)CC1	-4	0.4	-1	-1	10	-5	-1	1	2	0
OC1(c2ccc(F)cc2)CC2CCC(C1)N2Cc1nnnn1C1CCCC1 (centres undefined)	2	0.2	-1	0	1	-12	2	0	-6	4
O=C(NCP(=O)(Oc1ccccc1)Oc1ccccc1)OCc1ccccc1	-2	0.1	5	0	-1	0	-2	-1	1	2
COc1ccc(-n2nnnc2C(c2ccccc2)N2CCC(n3c(=O)[nH]c4ccccc43)CC2)cc1 (centres undefined)	2	-0.1	-3	10	8	7	0	-3	0	-1
C=Cn1ccnc1P(=S)(c1ccc(Cl)cc1)c1nccn1C=C	2	-0.7	2	4	-1	6	-1	1	-1	1
COC(=O)C1=C(c2cc3ccccc3s2)C[C@@H]2CC[C@H]1N2C(=O)N1CCCCC1	-4	-0.2	-1	1	-3	2	-1	-4	-1	5
OC(CN1CCOCC1)c1csc2ccccc12 (centres undefined)	2	-0.9	0	3	2	-6	-2	0	0	-7
O=[N+]([O-])c1cc(O)c(O)c([N+](=O)[O-])c1	-9	-0.5	2	-4	2	-1	-3	32*	9	6
c1ccc(C(OCCN2CCN(c3ncccn3)CC2)c2ccccc2)cc1	-6	0.2	0	-1	-2	7	1	2	-6	-2
CC1CCN(CC(=O)c2ccccc2Cl)CC1	2	0.7	1	0	1	13	-1	1	1	7
CC12CCC3c4ccc(OC(=O)N(CCCl)CCCl)cc4CCC3C1CCC2O (centres undefined)	-6	0.9	5	-2	-6	-10	-2	-3	-2	0
COP(=O)(OC)C(Nc1ccccc1)c1ccccc1 (centres undefined)	-2	-0.1	1	-1	5	-9	1	-1	-7	2
COC(=O)c1cccc(N=Cc2c(O)n(Cc3ccc(F)cc3)c(=O)[nH]c2=O)c1	0	0.3	1	-1	0	-9	4	-3	-2	-1
Cc1cc(OCC(=O)NCc2ccncc2)c2c3c(c(=O)oc2c1)CCCC3	7	-0.3	1	6	3	-2	-1	0	2	3
COC1=CC=C2[C@H]3Cc4ccc(OC)c5c4[C@@]2(CCN3C)C1O5 (some centres undefined)	0	-0.2	-1	2	1	2	-1	1	-12	1
COc1cc(CNCCc2ccc3c(c2)OCO3)cc(OC)c1OC	4	0.1	0	-5	-6	17	1	2	4	-4
O=C1/C(=C/c2ccc([N+](=O)[O-])cc2)N2CCC1CC2	9	-0.5	-4	-5	3	-4	3	4	0	8
O=C(CN1CCOCC1)Nc1ccc(Br)cc1C(=O)c1ccccc1	2	0.6	0	5	-2	-6	2	3	-4	-4
CC(Cc1ccccc1)NC(=O)/C=C/c1ccc(Cl)cc1 (centres undefined)	-3	0.4	0	0	6	5	-1	0	9	-3
O=C1CC(N2CC2)C(=O)N1c1ccccc1 (centres undefined)	1	0.1	1	-8	5	6	-3	3	3	6
O=C(Nc1ccccc1)c1c(O)[nH]c(=S)[nH]c1=O	2	-0.3	0	-3	-3	4	2	1	6	-5
COc1ccc2c(c1)c(C(=O)CN1CCN(C)CC1)c(C)n2Cc1ccccc1	4	1.0	1	-3	-7	3	1	0	7	-2
C=CCn1c(O)c(C=NC2CCN(Cc3ccccc3)CC2)c(=O)[nH]c1=O	3	-0.7	-2	-2	-4	14	0	-1	-1	-4
O=C(c1cccn2c(=O)c3ccc(Cl)cc3nc12)N1CCC2(CC1)OCCO2	-2	8.5	-1	8	0	2	3	-3	-5	5
CN(C)c1ccc2c(c1)N=C(c1ccco1)OP2(=S)N1CCOCC1 (centres undefined)	-4	0.7	-1	2	4	1	-3	26*	3	13

Limited to LEDGF integ inh and Tn6 DDE FP, for some of the entries so far:
molecule	LEDGF integ inh	Tn6 DDE FP
COc1cc(CNCCc2ccc3c(c2)OCO3)cc(OC)c1OC	0	-5
CN(C)c1ccc2c(c1)N=C(c1ccco1)OP2(=S)N1CCOCC1 (centres undefined)	-1	2
O=C1CC(N2CC2)C(=O)N1c1ccccc1 (centres undefined)	1	-8

Going on with the list:
SMILES	MBD2 DNA inh	KLK7 zymogen act	LEDGF integ inh	Tn6 DDE FP	DDE Tn7 FP inh	TDP2 inh	UHRF1 MBD2 ctr	PRMT1 inh	TCR-CD3 inh	SIAE inh
Cc1ccccc1NP(=O)(Oc1ccccc1F)Oc1ccccc1F	2	-0.1	1	6	2	-3	5	-2	14	2
CC1CCC(N(C)C2CCN(C)CC2)CC1 (centres undefined)	-1	0.7	-2	1	4	11	0	4	10	-7
COc1ccc(OC)c(-n2c(O)c(/C=C3\C(C)=Nc4ccccc43)c(=O)[nH]c2=O)c1	-9	-0.5	6	-10	4	-6	-5	-3	-11	7
O=c1[nH]c(=O)n(-c2ccccc2)c(O)c1C=NC12CN3CN(CN(C3)C1)C2	5	-0.4	1	2	-3	-4	6	5	-10	-5
C=CCN1C(=O)C2(C(C(=O)OCC)=C(N)Oc3ccccc32)C2=C1CCCC2=O (centres undefined)	2	0.3	-5	0	-2	1	2	2	-1	-1
COC1C(O)C(C)OC(OC2CCC3(C=O)C(CCC4C3CCC3(C)C(C5=CC(=O)OC5)CCC43O)C2)C1O (centres undefined)	3	0.8	0	0	-3	4	2	-6	-2	-10
CCn1c(=O)n(CC)c2cc([N+](=O)[O-])c(N3CCNCC3)cc21	-18	0.9	-10	5	-2	-11	-10	5	-5	-2
CC(C(=O)c1c[nH]c2ccccc12)N1CCSCC1 (centres undefined)	-4	0.8	1	1	-5	8	0	0	10	1
COc1cc(OC)c(OC)cc1CNCCc1ccc2c(c1)OCO2	2	-0.4	0	2	2	14	0	-4	3	4
COc1ccc(CN2CCCCC2c2cccnc2)cc1C (centres undefined)	-5	-0.5	-1	2	-2	3	1	1	4	-2
Cc1cc(C)cc(N2C(=O)NC(=O)/C(=C\c3cc(C)n(C)c3C)C2=O)c1	1	-0.1	-1	-1	-2	6	3	1	-8	-2
C=CCOC(=O)N1Cc2ccccc2-n2nncc2C1	-2	-0.2	-4	-6	3	-3	2	-1	-6	2
CC(C)c1onc(C(=O)N2CCC3(CC2)OCCO3)c1[N+](=O)[O-]	-3	0.2	2	4	-1	-1	-1	1	8	0
CC(C)c1ccc(NC(=O)CCNC(=O)N2C[C@H]3C[C@@H](C2)c2cccc(=O)n2C3)cc1	3	0.0	2	4	-5	-2	1	-7	6	-6
CC(C)CC(N(C)C)C1(c2ccc(Cl)cc2)CCC1 (centres undefined)	5&2	-0.5&-0.5	-3&3	3&-7	-6&5	4&2	2&-2	3&-1	-9&-5	0&-2
Cc1cc(-c2ccccc2)cc(-c2ccccc2)[n+]1CCc1ccccc1	2	-0.3	-1	3	3	12	2	3	0	3
O=C(c1n[nH]c(=O)c2ccccc12)N1CCC2(CC1)OCCO2	4	-1.0	-3	-3	-3	-4	2	1	1	0
CCOC(=O)C1=C(C)OC(N)=C(C(=O)OCC)[C@@]12C(=O)N(CC(N)=O)c1ccccc12	5	0.3	1	-1	4	9	-1	2	4	1
Cc1c(Oc2cc(NN3CCCCC3)c([N+](=O)[O-])cc2[N+](=O)[O-])cccc1[N+](=O)[O-]	2	-0.6	0	5	0	1	-1	0	3	-5
COc1ccc(CN2CCN(Cc3ccccc3)CC2)c(OC)c1	1	-0.3	-4	9	1	7	-2	-1	2	-3
C[C@]12CC[C@H](O)CC1=CCC1C2CC[C@]2(C)C(=O)[C@H](Br)CC12 (some centres undefined)	2	0.3	4	-3	7	10	-6	-1	0	7
COc1ccc(C=C2C(=O)N(C)C(=O)N(C)C2=O)cc1CSc1ccccn1	1	-0.9	1	12	0	-1	-3	17	-3	1
CCOc1ccc(N2C(=O)NC(=O)/C(=C\c3ccc(N4CCOCC4)cc3C)C2=O)cc1	0	-0.1	3	-4	-1	-13	3	7	-9	-15
COC(=O)c1ccc(CN2CCSC2=N)cc1	6	-1.0	-1	-3	2	-6	2	3	-2	-1
CCOC(=O)[C@]12Cc3cc(C)ccc3[C@H]1N(Cc1ccccc1)C(=O)c1ccccc12	-1	-0.1	0	-7	4	-1	-2	-5	5	2
S=P(c1ccccc1)(c1ccccc1)c1cnc2ccccn12	0	.	1	-2	-4	-5	2	-1	.	-5
CC[C@H](C)[C@@H]1OC(=O)[C@H](C(C)C)N(C)C(=O)[C@H](C(C)C)NC(=O)[C@@H](C)[C@@H](CCCC#CBr)OC(=O)[C@H](C(C)C)N(C)C(=O)C2CCCN2C1=O (some centres undefined)	-5	.	-1	-1	-1	-1	1	4	.	5
CN1CCN(c2ccc(S(C)(=O)=O)cc2[N+](=O)[O-])CC1	1	-0.2	-2	1	1	7	0	-3	0	7
CC(C)(C)NC(=O)C1CC2CCCCC2CN1 (centres undefined)	2	0.4	-2	0	2	0	-1	1	3	-3
O=C(NC1(C(F)(F)F)Oc2ccccc2O1)N1CCC2(CC1)OCCO2	-4	0.6	-1	4	-5	3	-2	14	4	7
